PLK1 kinase inh – blocks human PLK1 kinase activity. P53350. recombinant PLK1 kinase, TR-FRET peptide phosphorylation. inhibition, % at 10 µM. actives 0.53% (n = 97,000). AID 619;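 active means inhibition of 50% or more in the single-concentration screen; inactive means inhibition below 50%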;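 further: 0% = DMSO max control and 100% = H-89 dihydrochloride min control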
Target sequence (P53350 whole entry, looked up): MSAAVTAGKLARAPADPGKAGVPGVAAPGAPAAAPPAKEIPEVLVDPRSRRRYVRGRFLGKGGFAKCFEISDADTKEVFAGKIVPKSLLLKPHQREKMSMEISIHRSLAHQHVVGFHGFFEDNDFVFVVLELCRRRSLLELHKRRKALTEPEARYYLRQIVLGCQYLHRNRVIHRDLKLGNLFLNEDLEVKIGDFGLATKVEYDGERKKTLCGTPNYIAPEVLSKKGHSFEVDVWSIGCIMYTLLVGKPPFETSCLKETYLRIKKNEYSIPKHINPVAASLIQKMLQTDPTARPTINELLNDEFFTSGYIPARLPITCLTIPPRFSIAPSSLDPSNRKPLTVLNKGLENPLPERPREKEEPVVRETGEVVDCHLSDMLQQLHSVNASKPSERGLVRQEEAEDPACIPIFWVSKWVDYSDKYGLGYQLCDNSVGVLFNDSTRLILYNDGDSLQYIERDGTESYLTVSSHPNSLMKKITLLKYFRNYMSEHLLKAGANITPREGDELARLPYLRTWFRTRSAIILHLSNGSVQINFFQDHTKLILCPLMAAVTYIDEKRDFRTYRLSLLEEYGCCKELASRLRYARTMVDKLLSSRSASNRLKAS
EphB4 antag – blocks human EphB4 binding to ephrin-B2. inhibition, % at 7 µM. EphB4 LBD / TNYL-RAW-Alexa532 peptide, fluorescence polarization. actives 0.15% (n = 97,000);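 active means inhibition above the screen-wide mean inhibition plus 3 SD, cut at about 15% in these data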;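 further: 0% = DMSO wells and 100% = excess unlabeled TNYL-RAW peptide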
Plk1 PBD FP – Plk1 (human) PBD binding inhibition; Plk1 PBD phosphopeptide binding, fluorescence polarization; inhibition, %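 (tested at about 20 µM)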; actives 0.13% (n = 97,000); AID 693; in the data active means inhibition above about 34%, passing the limit was not always enough
LYP act – increases human PTPN22 phosphatase activity | actives 0.11% (n = 96,000) | activation, % at 2 µM | AID 697 | Q9Y2R2 | recombinant LYP, DiFMUP fluorescence; 0 = plate median, 100 = signal doubled;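 active means activation at 2 µM above a set limit, the mean plus 5 SD, cut at about 37% in these data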
PTPN22 inh 2 – LYP (human) phosphatase inhibition. Q9Y2R2. recombinant LYP catalytic domain, DiFMUP fluorescence. inhibition, % at 2 µM. actives 0.21% (n = 96,000);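 active means inhibition at 2 µM at or above a set limit, the screen mean plus 3 SD, cut at about 24% in these data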;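 further: 0% = DMSO with enzyme and 100% = enzyme fully blocked by orthovanadate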
Rev-RRE block – HIV Rev-RRE protein-RNA interaction inhibition; P05866; Rev peptide-RRE RNA binding, FRET; inhibition, % at 8 µM; actives 0.79% (n = 97,000); AID 704;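 active means inhibition above the screen-wide mean plus 3 SD, cut at about 35% in these data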;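 further: 0% = median DMSO wells and 100% = median Neomycin B control wells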
Target sequence (P05866 whole entry, looked up): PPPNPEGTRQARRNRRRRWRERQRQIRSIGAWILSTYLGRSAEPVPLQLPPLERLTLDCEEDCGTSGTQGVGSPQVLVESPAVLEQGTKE
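Test system: Cy5-tagged RRE RNA duplex with fluorescein-tagged Rev peptide | Read-out: % inhibition of FRET ratio versus controls | Probe or stimulus: Labelled Rev peptide | Incubation: 5 min RNA-compound premix plus 15 min binding step, 25 °C | Technique: FRET fluorescence readout | Benchmarks: DMSO low control, neomycin B high control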
F-actin modifier – alters cytoskeleton assembly in HUVEC cells; HUVEC TNFa F-actin phalloidin imaging, high content; inhibition, % at 2 µM; actives 0.18% (n = 91,000); AID 836;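 active means inhibition above the batch mean plus 3 SD and confirmed as a hit by visual image inspection, cut at about 30% in these data, passing the limit was not always enough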; further: strong numbers were not always called active
FAK blocker – FAK (human) kinase inhibition. inhibition, %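 (tested at 7 µM)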. actives 0.84% (n = 97,000). biochemical FAK kinase activity assay. Q05397. AID 727; in the data active means inhibition above about 19%;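 further: 0% = DMSO and 100% = reference compound high control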
PTK2B oligo ant – Pyk2 (human) oligomerization antagonism | Q293 cells, Pyk2 FERM NanoBiT luminescence; active compounds read low | z-score (the deposit names both 25 µM and 10 µM) | Q14289 | actives 0.83% (n = 99,000);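 active means Z-score of -3 or lower, scaled per plate to the spread of control and sample wells; inactive means z-score above -3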;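 further: negative z-score means lost luminescence so less FERM oligomerization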
The depositor's hits bear a star; . = not tested or not shown. No enrichment for hits. About 3.5% of those tested had a hit in this group.

SMILES	PLK1 kinase inh	EphB4 antag	Plk1 PBD FP	LYP act	PTPN22 inh 2	Rev-RRE block	F-actin modifier	FAK blocker	PTK2B oligo ant
Cc1cccc(N(CC(O)CON=C2c3ccccc3-c3ccccc32)S(C)(=O)=O)c1 (stereo not given)	-9.8	9.3	-15.7	-8.6	10.3	9.8	24.5	2.4	-1.85
O=C(CC1SCCNC1=O)Nc1cc(Cl)cc(Cl)c1 (stereo not given)	-7.3	-4.7	-16.9	0.6	-1.4	1.3	-7.3	-1.1	0.99
CCN=C(NCC)SC1CC(=O)N(c2ccccc2)C1=O (stereo not given)	-9.3	1.3	7.4	-7.6	7.2	-0.5	.	-8.8	0.8
CCC(=O)NCCNc1nc2cc(C)c(C)cc2cc1C#N	-4.8	6.4	16.8	-11.4	12.9	3.3	.	1.3	-0.08
CCC(C)(C(=O)NC1CCCCC1)N(Cc1ccco1)C(=O)Cc1cccs1 (stereo not given)	-4.8	-7.0	-10.0	12.7	-10.8	-2.2	12.2	-2.8	0.57
O=c1oc2ccccc2cc1C1=Nn2c(nnc2-c2cccnc2)SC1	12.7	2.3	-23.6	-0.7	-2.3	4.7	26.1	3.9	0.37
O=C(CSc1ncccn1)N/N=C/c1cccs1	-14.8	-3.4	14.1	19.0	-12.8	2.9	1.0	-1.6	0.01
COC(=O)C1CCN(C(=O)C2CCCCC2)CC1	-8.7	5.6	6.6	-12.3	11.9	8.9	6.3	-0.5	0.64
COC(=O)c1ccc(NC(=O)CSc2nc3ccccc3c(=O)[nH]2)cc1	-8.2	8.2	6.7	-2.2	5.1	8.7	0.2	-2.9	0.01
CCCCCCOC(=O)NCC(O)c1ccccc1 (stereo not given)	-3.8	7.0	-16.2	6.5	-7.4	5.2	61.8*	0.3	1.77
Cn1c(=O)cc(N2CCCCC2)[nH]c1=O	-6.0	-2.0	-0.9	-3.9	3.3	8.8	5.8	6.4	.
COc1cc2c(C#N)c(N3CCCCC3)nc(N)c2c(N)n1	-8.2	-14.0	-11.6	-5.0	1.0	28.2	1.7	16.2	0.04
CC1(c2ccc(Cl)cc2)NC(=O)N(CC(=O)N2CCCC2)C1=O (stereo not given)	-16.8	-1.1	-16.4	-7.2	6.7	3.6	16.8	1.3	-0.68
Cc1cc(=O)[nH]c(SCC(=O)Nc2ccccc2C#N)c1C#N	-9.6	0.7	1.4	-0.2	-1.1	6.5	-0.6	-2.9	0.54
Cc1cc(Nc2ccccc2)nn1C(=O)c1ccc([N+](=O)[O-])cc1	-8.0	-4.8	6.7	1.5	-1.8	-0.5	8.4	-0.2	0.41
CCC(c1nnnn1Cc1ccc2c(c1)OCO2)N1CCN(c2ccccc2)CC1 (stereo not given)	3.5	-2.5	15.1	-1.0	0.6	7.9	-24.9	-6.1	-2.54
COc1cc2cnncc2cc1OC	-3.6	-1.6	17.2	-3.8	0.2	8.0	-0.7	0.9	0.58
Cc1nc2c(C#N)c(C)[nH]n2c(=O)c1Cc1ccccc1	-15.3	1.4	-12.8	2.8	1.4	4.9	13.6	0.4	-1.4
CCOc1ccc(C(=O)Nc2c3c(nn2C(C)(C)C)CSC3)cc1OCC	-10.3	-2.3	-21.2	1.8	-3.7	-2.6	-7.2	3.3	-0.05
CCOc1ccccc1NC1=NCC(=O)N1Cc1ccc(F)cc1	-3.7	-1.5	-10.1	-3.0	1.3	3.9	47.6	1.6	-0.47
Cc1nc2ccc(S(=O)(=O)NC(C(=O)NCc3ccc4c(c3)OCO4)C(C)C)cc2s1 (stereo not given)	-6.3	-0.5	10.5	1.5	-3.0	2.0	9.9	-5.5	.
O=C(O)CCCNC(=O)c1cncc(Br)c1	-9.9	-8.3	-0.3	1.6	-3.3	2.5	-11.0	-0.2	0.84
CC(=O)OC1C(OC(C)=O)N(C(C)=O)C(=O)N1C(C)=O (stereo not given)	-7.8	-1.9	-2.8	12.5	-15.5	13.8	-2.6	-4.1	0.22
Cc1cccc(-c2noc(CSc3ccccc3)n2)c1	-13.0	-2.3	-12.9	9.2	-9.4	16.4	-2.6	-2.4	-0.81
CCN1CCN(c2ncnc3sc(C(=O)Nc4ccccc4F)c(C)c23)CC1	-15.5	5.4	4.1	1.4	-3.1	5.2	18.5	-1.1	-0.57
SMILES	PLK1 kinase inh	EphB4 antag	Plk1 PBD FP	LYP act	PTPN22 inh 2	Rev-RRE block	F-actin modifier	FAK blocker	PTK2B oligo ant
Nc1nnc(CC(c2ccccc2)c2ccccc2)s1	-1.3	2.1	13.6	-5.5	5.4	0.8	2.3	2.6	-0.28
O=C(NCc1nnc(SC/C=C/c2ccccc2)o1)c1ccco1	-33.9	-4.9	2.3	1.9	-0.3	3.9	-1.3	2.3	0.37
CC(C)CC(=O)Nc1cccc(C(=O)Nc2ccccc2C(=O)O)c1	0.3	-6.7	17.8	11.2	-10.1	-0.1	.	-4.0	-1.23
CC(C)NC(=O)CN(CCc1ccccc1)S(C)(=O)=O	-14.8	1.8	-32.4	3.6	-6.2	7.5	-16.2	-2.1	-0.3
CCN1CCN(C(=O)CCCCCn2c(=O)[nH]c3cc(C(=O)OC)ccc3c2=O)CC1	-10.2	3.3	-12.3	9.2	-9.7	2.3	.	-3.6	-0.45
Clc1ccc2nc(-c3ccccc3)c(CN3CCOCC3)n2c1	13.7	1.0	-0.7	-7.5	10.5	1.7	4.6	0.4	0.89
CCOC(=O)N1CCN(CCC(=O)Nc2ccc(C)c(Br)c2)CC1	-9.7	0.5	-0.4	-2.1	-0.1	13.8	-4.3	-2.2	0.32
CCNc1ccccc(C(=O)/C=C/c2ccc3c(c2)OCO3)c1=O	7.9	-2.5	6.8	30.5	-29.6	54.6*	8.5	1.1	0.1
N#Cc1c(C(F)(F)F)cc(-c2ccccc2Cl)[nH]c1=O	-4.5	1.8	4.8	.	.	8.2	.	-8.6	-1.49
O=C(COc1ccc(S(=O)(=O)NC2CCCCC2)cc1)NCc1ccccn1	-13.7	4.9	4.1	2.0	-5.0	1.3	1.9	-1.7	0.44
COc1ccccc1NC(=O)CSc1nnc(-c2ccco2)n1Cc1ccco1	-1.7	-9.6	-0.3	10.8	-11.4	3.2	-20.1	2.7	-0.01
COc1ccc(CC(=O)NCC2(c3ccc(OC)c(OC)c3)CCOCC2)cc1	-0.1	-2.2	-4.6	16.5	-16.1	5.2	-7.7	-0.5	-0.37
Cc1ccc(S(=O)(=O)CC(C)N2CCOCC2)c(S(=O)(=O)CC(C)N2CCOCC2)c1 (stereo not given)	-5.7	0.6	5.4	12.9	-14.7	3.0	9.6	-1.9	1.45
O=C(NC1=NC2CCCCC2N1)c1ccccc1 (stereo not given)	-13.2	7.0	-2.5	-3.3	2.6	8.7	4.5	0.6	0.4
O=C(Nc1ccncc1)c1c(F)cccc1F	38.0	11.3	-17.3	1.4	-6.1	5.0	33.0	3.4	-1.47
CCc1nc(N2CCCCC2)c2oc3ccccc3c2n1	-1.8	-11.5	-13.9	7.7	-4.2	7.0	-5.9	1.1	-0.21
O=C(CN(Cc1ccccc1F)S(=O)(=O)c1ccc(Cl)cc1)NCCC1=CCCCC1	-9.0	-8.0	-31.5	-8.5	7.6	2.7	-3.7	-1.5	-0.82
COc1ccc(C(=O)Nc2ccc(S(=O)(=O)NC(C)=O)cc2)cc1	-4.4	-8.5	34.8	15.4	-18.3	4.2	-0.2	-6.5	0.91
CCCc1nc2ccccc2c(C(=O)OCc2nnc(-c3cc(OC)c(OC)c(OC)c3)o2)c1CC	-1.4	6.0	21.9	-0.8	-2.3	9.1	1.1	-2.7	-3.12*
Cc1ccc(S(=O)(=O)NC(C)(C)CSc2nnc(N)s2)cc1	-14.6	-7.0	-17.3	-6.7	6.2	5.7	4.1	-0.1	0.26
O=C1C=C(O)CC(c2ccc(Cl)cc2)C1 (stereo not given)	-6.6	-5.2	-5.5	10.7	-14.1	2.3	9.1	0.1	1.04
CCOC(=O)c1nc(C)[nH]c1C(=O)OCC	-12.7	3.7	6.1	-5.4	4.7	4.7	10.8	2.4	1.87
CC(Oc1ccc(F)cc1F)C(=O)/C=C/N(C)C (stereo not given)	0.1	-14.0	-3.0	9.5	-7.2	-2.9	-4.4	-2.0	-0.28
COc1cccc2c(=O)n(CC(=O)N3CCCc4ccccc43)ccc12	-5.4	3.4	15.8	-3.6	3.1	1.8	8.7	2.4	.
COc1ccc(C(=O)Oc2c(C)occc2=O)cc1OC	-11.4	3.3	-2.0	9.6	-12.4	11.2	4.4	-5.2	0.14
SMILES	PLK1 kinase inh	EphB4 antag	Plk1 PBD FP	LYP act	PTPN22 inh 2	Rev-RRE block	F-actin modifier	FAK blocker	PTK2B oligo ant
O=C1C=C(c2ccccc2)C(=O)N1Nc1ccccc1	-8.1	3.4	-11.2	10.7	-8.8	-0.5	.	3.9	0.97
CCCOc1cccc(C2C(C(=O)c3ccco3)=C(O)C(=O)N2CCN(CC)CC)c1 (stereo not given)	-6.7	-6.5	10.4	-1.1	-1.3	0.5	-28.2	-0.3	1.61
CC1CCN(CCCNC(=O)c2cc3c(=O)n(C)c4ccccc4c3n2C)CC1	3.1	-10.8	8.3	-2.1	-0.8	4.6	2.8	6.2	.
CC1CCCCN1CCNc1nc(=S)[nH]c2ccccc12 (stereo not given)	-7.0	-5.3	-14.7	2.9	-5.6	0.6	-4.2	1.9	0.31
O=C(NCc1ccco1)C1CCN(S(=O)(=O)N2CCC3(CC2)OCCO3)CC1	-6.4	-8.7	-12.8	-2.0	-5.5	0.2	3.6	3.0	-0.15
O=C(CSc1nnc(-c2ccc(O)cc2)n1Cc1ccco1)N1CCc2ccccc2C1	-7.8	1.2	-12.2	8.4	-10.6	5.7	-10.9	1.1	-0.25
O=C(CCCN1C(=O)/C(=C/c2cccc(Br)c2)SC1=S)Nc1ccccn1	-2.4	-0.6	7.5	-6.1	4.1	3.1	-0.1	7.4	-1.16
CCOc1ccc2[nH]c(=O)c(CN(Cc3nnnn3Cc3ccco3)C3CCCCC3)cc2c1	-0.4	6.3	-16.4	-12.0	10.0	60.1*	-19.8	38.6*	0.48
COC(=O)c1cc(OC)c(OC)cc1NC(=O)c1cnccn1	-6.4	5.2	6.7	-4.0	1.1	0.0	26.2	-2.0	.
O=C1COc2ccc(C(=O)CSc3nnnn3-c3ccccc3)cc2N1	-2.3	0.3	26.1	5.8	-2.3	-3.4	9.5	-2.8	0.25
C/C(=C\C(=O)c1cccnc1)Nc1ccc(O)cc1	24.5	-3.3	21.6	10.1	-12.9	-1.4	-9.5	1.9	-0.7
O=C(Nc1ccccc1)C(=O)Nc1ccccn1	-8.8	-2.1	-36.2	1.7	0.8	6.4	8.1	1.6	0.28
CCOC(=O)c1ccc(N2C(=O)c3n[nH]c(C)c3C2c2ccc(O)cc2)cc1 (stereo not given)	7.4	-10.8	2.3	-0.4	-1.2	3.4	-1.0	-8.1	-2.69

Complete entries as entered above:
Listed for O=C1COc2ccc(C(=O)CSc3nnnn3-c3ccccc3)cc2N1 : PLK1 kinase inh = -2.3; EphB4 antag = 0.3; Plk1 PBD FP = 26.1; LYP act = 5.8; PTPN22 inh 2 = -2.3; Rev-RRE block = -3.4; F-actin modifier = 9.5; FAK blocker = -2.8; PTK2B oligo ant = 0.25
Listed for O=C1C=C(c2ccccc2)C(=O)N1Nc1ccccc1 : PLK1 kinase inh = -8.1; EphB4 antag = 3.4; Plk1 PBD FP = -11.2; LYP act = 10.7; PTPN22 inh 2 = -8.8; Rev-RRE block = -0.5; F-actin modifier = .; FAK blocker = 3.9; PTK2B oligo ant = 0.97
Listed for C/C(=C\C(=O)c1cccnc1)Nc1ccc(O)cc1 : PLK1 kinase inh = 24.5; EphB4 antag = -3.3; Plk1 PBD FP = 21.6; LYP act = 10.1; PTPN22 inh 2 = -12.9; Rev-RRE block = -1.4; F-actin modifier = -9.5; FAK blocker = 1.9; PTK2B oligo ant = -0.7

High-throughput results as filed in PubChem BioAssay.
